From PubChem BioAssay
DUSP3 inh – inhibitors of human VHR1 phosphatase (DUSP3); P51452; recombinant VHR phosphatase, pNPP absorbance; inhibition, % at 13.3 µM; actives 0.52% (n = 290,000); AID 1654; in the data active = inhibition above about 50%; also: some compounds called inactive have numbers as strong as hits
Target sequence (P51452 whole entry, looked up): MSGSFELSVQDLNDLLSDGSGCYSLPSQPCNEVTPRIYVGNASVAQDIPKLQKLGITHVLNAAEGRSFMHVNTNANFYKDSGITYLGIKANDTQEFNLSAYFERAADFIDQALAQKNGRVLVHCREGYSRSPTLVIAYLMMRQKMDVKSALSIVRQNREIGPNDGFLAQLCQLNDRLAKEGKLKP
GDH-TPI inh – inhibits GDH-TPI coupling enzymes, artifact for Mtb FBA screen; GDH-TPI coupled enzyme counterscreen, NADH absorbance; inhibition, % at 4.8 µM; actives 1.2% (n = 360,000); in the data active = inhibition above about 30%;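 also: 0% = DMSO wells and 100% = wells lacking the enzyme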
BH1578 lux ind – induces V. cholerae light production without autoinducers. V. cholerae BH1578 lux reporter, luminescence, 6 h. activation, % at 18.7 µM. actives 0.16% (n = 350,000); in the data active = activation mostly above about 9.7%, no sharp cut-off; also: not every result past the cut was called active; inactives centre near 0; reference of the scale not given here
SSB-PriA inh – blocks PriA binding to SSB C-terminal tail; AlphaScreen SSBct-PriA binding, biotinylated peptide; AID 1272365; inhibition, % at 33 µM; actives 0.6% (n = 430,000); in the data active = inhibition mostly above about 37%, no sharp cut-off; inactive = mostly below about 20%;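 also: plate controls were negative control peptide for no effect and reference peptide for full effect; strong numbers were not always called active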
MazF activator – MazEF (E. coli) toxin RNase activation. P0AE70. FAM/BHQ RNA-DNA oligo cleavage fluorescence, 5 h. activation, % at 20 µM. actives 0.32% (n = 350,000). AID 504720; in the data active = activation above about 50%
Target sequence (P0AE70 whole entry, looked up): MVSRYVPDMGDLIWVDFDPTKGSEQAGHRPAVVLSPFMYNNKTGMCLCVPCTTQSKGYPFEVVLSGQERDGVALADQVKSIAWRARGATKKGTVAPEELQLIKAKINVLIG
SARS 3CLpro inh – SARS-CoV 3CLpro protease inhibition; P0C6X7; recombinant SARS-CoV 3CLpro, quenched FRET peptide cleavage; inhibition, % at 6 µM; actives 0.14% (n = 290,000); AID 1706; in the data active = inhibition above about 12%
FBA Mtb inh – inhibitors of M. tuberculosis fructose-bisphosphate aldolase | actives 2.3% (n = 360,000) | P9WQA3 | purified M. tuberculosis FBA, fluorescence read-out | inhibition, % at 1 µM; in the data active = inhibition above about 27%;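 also: 0% = vehicle and 100% = reference inhibitor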
Target sequence (P9WQA3 whole entry, looked up): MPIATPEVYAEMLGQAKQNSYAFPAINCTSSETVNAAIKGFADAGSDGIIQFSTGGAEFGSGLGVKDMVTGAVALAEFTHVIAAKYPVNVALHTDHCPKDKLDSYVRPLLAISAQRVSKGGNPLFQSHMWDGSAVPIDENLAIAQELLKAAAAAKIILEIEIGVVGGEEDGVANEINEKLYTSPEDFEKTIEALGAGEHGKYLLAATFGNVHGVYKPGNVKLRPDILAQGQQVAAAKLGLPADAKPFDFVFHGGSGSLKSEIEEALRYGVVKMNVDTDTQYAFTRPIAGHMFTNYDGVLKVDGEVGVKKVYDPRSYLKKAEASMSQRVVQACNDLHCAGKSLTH
Mtb UGM inh – blocks M. tuberculosis UGM enzyme | P9WIQ1 | inhibition, % at 10 µM | purified UGM, fluorescence polarization probe displacement | actives 0.06% (n = 320,000); in the data active = inhibition above about 10%, passing the limit was not always enough
Mtb BioA inh – BioA (M. tuberculosis) enzyme inhibition; purified M. tuberculosis BioA enzyme, plate reader; actives 0.096% (n = 360,000); AID 602481; inhibition, % at 9.99 µM; in the data active = inhibition above about 40%
Rv3671c protease – inhibitors of M. tuberculosis serine protease Rv3671c. inhibition, % at 5.96 µM. actives 0.048% (n = 320,000). AID 2606; in the data active = inhibition above about 38%;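 also: extracellular domain of Rv3671c used as enzyme; 0% = enzyme with DMSO and 100% = no enzyme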
Target sequence (P9WHR9 whole entry, looked up, the tested form may be a part): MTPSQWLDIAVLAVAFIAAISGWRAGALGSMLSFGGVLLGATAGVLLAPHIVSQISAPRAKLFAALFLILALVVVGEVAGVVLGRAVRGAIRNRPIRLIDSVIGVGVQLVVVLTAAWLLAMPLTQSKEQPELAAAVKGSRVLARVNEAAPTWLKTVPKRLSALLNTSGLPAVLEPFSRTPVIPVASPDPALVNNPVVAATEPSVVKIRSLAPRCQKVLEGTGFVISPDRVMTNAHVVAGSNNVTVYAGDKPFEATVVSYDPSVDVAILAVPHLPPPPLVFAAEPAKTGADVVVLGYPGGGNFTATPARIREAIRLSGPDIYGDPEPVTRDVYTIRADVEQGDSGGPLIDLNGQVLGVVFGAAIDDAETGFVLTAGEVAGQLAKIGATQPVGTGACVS
* hit, by the source's call; i = inactive; · = not tested or not shown; & = joins results of further samples; ! = not active in a repeat. An excerpt; the hit share may differ from the screen's.

SMILES	DUSP3 inh	GDH-TPI inh	BH1578 lux ind	SSB-PriA inh	MazF activator	SARS 3CLpro inh	FBA Mtb inh	Mtb UGM inh	Mtb BioA inh	Rv3671c protease
Clc1cccc(NC2=NCCC2)c1	-2	-4	·	-3	-1	-2	3	-1.3	-1.0	-4
CC(C)(C)c1ccc(-c2nc3n(c(=O)c2C#N)CCS3)cc1	8	2	-0.5	-5	-1	2	-1	0.8	·	1
O=C(Nc1cccc(S(=O)(=O)NC2=NCCC2)c1)c1cc(F)c(F)c(F)c1F	·	2	i	2	-1	·	0	·	-2.3	·
O=C(Nc1ccccc1C(=O)NC(Cc1c[nH]c2ccccc12)C(=O)O)c1ccccc1 (centres undefined)	-7	4	i	-8	-6	7	-2	-4.2	·	-5
CCOC(=O)C1CCCN(C(=O)c2cc3nc(-c4ccc5c(c4)OCO5)cc(C(F)(F)F)n3n2)C1 (centres undefined)	41	20	-2.2	-68	-2	-3	0	-3.5	2.9	-1
Cc1ccn(CC(C)C(=O)O)n1 (centres undefined)	-3	-5	-0.8	-25	7	6	-1	-2.0	2.1	-4
COc1ccc(NC(=O)N(C)C[C@H]2Oc3c(NC(=O)Cc4ccccc4)cccc3C(=O)N([C@H](C)CO)C[C@@H]2C)cc1	·	4	-0.7	5	7	·	4	-0.9	0.2	-1
CSCCC(NC(=O)c1ccco1)C(=O)N(C)CC(=O)Nc1c(Cl)cccc1Cl (centres undefined)	·	5	0.3	-6	2	·	-2	-0.3	·	9
CCOP(=O)(c1ccccc1Cl)C1(O)CCCCC1 (centres undefined)	21	4	i	-3	9	3	1	1.4	-0.1	2
CN(C)N1C(N)=C(C#N)C(c2ccccc2)C2=C1CCCC2=O (centres undefined)	27	4	-0.2	-14	-14	1	3	-0.1	·	-2
CC1(C(=O)Nc2ccc3c(c2)OCCO3)CCN1C(=O)C1(c2ccccc2)CC1 (centres undefined)	·	7	-0.2	·	·	·	0	·	0.4	·
COCCN(C(=O)c1ccco1)c1nnc(-c2ccc(OC)cc2)s1	2	14	-1.6	-6	8	2	-2	0.1	·	0
COc1ccc(C(=O)Nc2cccc(S(=O)(=O)N3CCCC3)c2)cc1S(=O)(=O)N1CCOCC1	·	-12	-1.3	-4	5	·	-1	4.0	0.7	-15
CN1CCN(c2ccc([N+](=O)[O-])cc2NC(=O)c2ccco2)CC1	22	12	i	-18	5	0	-3	-3.9	-0.8	8
O=C(O)CCN1CC2([N+](=O)[O-])C=CC(=O)C([N+](=O)[O-])(C1)C2CC(=O)c1ccccc1 (centres undefined)	11	7	i	-3	-9	8	-1	-1.2	1.2	10
Cc1ccc(-c2cn3c(n2)CCCC3)cc1	0	-5	-0.3	-11	-3	0	38*	-3.4	1.4	-1
O=C1c2ccccc2C(=O)N1c1nc2nccc(-c3ccccc3)n2n1	0	8	i	3	2	6	32*	-1.3	-1.3	-5
Cc1cccc(NC(=O)NCC(F)(F)F)n1	12	4	i	-15	4	-3	0	-5.0	0.5	-6
O=C(NCCc1cn2ccccc2n1)c1ccccc1F	36	1	·	-16	-7	-3	5	3.8	-2.5	-9
Cc1ccc(OCC(=O)N(Cc2ccco2)c2c(N)n(Cc3ccccc3)c(=O)[nH]c2=O)cc1C	·	5	-1.6	-15	-3	·	-3	·	-0.5	6
Cc1c(NS(=O)(=O)c2ccc3c(c2)OCCO3)cccc1-c1nc2cccnc2s1	-2	12	i	-14	0	-1	2	-1.4	0.3	-12
Cn1c(=O)c(-c2cc(Br)ccc2N)nc2ccccc21	-4	13	-0.4	31	-2	-4	0	-1.0	0.4	2
COC(=O)c1sc(-c2ccc(C(C)(C)C)cc2)cc1NC(=O)/C=C/C(=O)O	4	16	-0.3	-2	-5	6	2	-0.2	4.0	-24
COc1ccc(CCNC(=O)CS(=O)(=O)c2cn(CC(=O)N3CCOCC3)c3ccccc23)cc1OC	15	8	-0.7	-11	-3	-1	0	-0.4	·	2
COc1ccc2cc(C(=O)C3CCCN(C(=O)c4cc5nc(C)cc(C)n5n4)C3)ccc2c1 (centres undefined)	9	6	-0.5	-4	2	0	75*	4.4	-0.6	-1
CC1=CCC2C(=O)N(c3ccc(C(=O)N4CCCCCC4)cc3)C(=O)C2C1 (centres undefined)	21	2	-3.1	-13	-1	0	-1	0.1	9.8	-5
CC(=O)N1CCc2cc(S(=O)(=O)NCc3ccc(C)cc3)ccc21	39	-4	-0.3	-14	-4	-8	3	-2.7	-1.5	-7
CCc1nc(SCC(=O)N2CCOCC2)c2c(=O)n(C)c(=O)n(C)c2n1	6	6	0.3	-8	4	-1	2	1.4	6.2	0
Cc1ccc(S(=O)(=O)N2CCc3ccccc3C2)cc1C	14	17	i	2	-5	-1	0	6.3	0.5	·
O=C(NCCOC(=O)c1ccncc1)c1ccccc1	-25	4	-0.5	-7	-12	2	-4	0.8	-0.2	-2

Compound profiles, as listed above. Order of screens: DUSP3 inh, GDH-TPI inh, BH1578 lux ind, SSB-PriA inh, MazF activator, SARS 3CLpro inh, FBA Mtb inh, Mtb UGM inh, Mtb BioA inh, Rv3671c protease
COc1ccc2cc(C(=O)C3CCCN(C(=O)c4cc5nc(C)cc(C)n5n4)C3)ccc2c1 (centres undefined) in the list: 9, 6, -0.5, -4, 2, 0, 75*, 4.4, -0.6, -1
O=C(NCCc1cn2ccccc2n1)c1ccccc1F in the list: 36, 1, ·, -16, -7, -3, 5, 3.8, -2.5, -9
COc1ccc(CCNC(=O)CS(=O)(=O)c2cn(CC(=O)N3CCOCC3)c3ccccc23)cc1OC in the list: 15, 8, -0.7, -11, -3, -1, 0, -0.4, ·, 2
Cc1c(NS(=O)(=O)c2ccc3c(c2)OCCO3)cccc1-c1nc2cccnc2s1 in the list: -2, 12, i, -14, 0, -1, 2, -1.4, 0.3, -12

(cont.)
SMILES	DUSP3 inh	GDH-TPI inh	BH1578 lux ind	SSB-PriA inh	MazF activator	SARS 3CLpro inh	FBA Mtb inh	Mtb UGM inh	Mtb BioA inh	Rv3671c protease
COc1ccc(NC(=O)CN(C)Cc2cccs2)cc1Cl	42	1	-0.2	1	-2	-5	1	2.6	-0.1	-1
C=CC1C(N2CCOCC2)C(C)(C)S1(=O)=O (centres undefined)	2	5	3.4	-5	9	3	3	-1.9	-0.2	4
Cc1ccccc1OCCOc1ccc([N+](=O)[O-])cc1/C=N/n1cnnc1	7	3	-3.3	·	2	9	-1	0.8	·	-1
COCCOC(=O)C1=C(C)Nc2nc(C)nn2C1c1ccccc1 (centres undefined)	29	14	i	1	-2	-7	-4	-0.4	0.0	10
CS/C(=C\[N+](=O)[O-])Nc1ccc(OC(F)(F)F)cc1	18	16	i	-6	1	4	-6	1.5	-0.6	-20
O=C1c2ccccc2C(O)N1c1ccc(Cl)cc1 (centres undefined)	42	3	-0.3	0	-2	-1	-1	-0.1	-1.3	-3
Cc1ccc(OCCNC(=O)c2cncc(Br)c2)cc1C	-10	-5	0.5	-7	-6	8	0	-1.4	·	-7
CC(C(=O)O)C1SC(=O)NC1=O (centres undefined)	26	6	0.5	-8&-18	5	-2	2	0.6	-2.1	-3
CC(=O)[C@H]1[C@@H]2C(=O)N(c3cccc(Cl)c3)C(=O)[C@@H]2[C@H]2c3ccccc3C=CN21	-4	10	-2.8	2	-1	-12	0	-2.6	-3.4	-20
COc1ccc(CC(=O)N2CCN(c3cccc(Cl)c3)CC2)cc1OC	1	3	-0.2	-2	4	-4	3	-1.5	3.8	-1
O=C(C(=O)N1CCOCC1)c1cn(Cc2ccccc2Cl)c2ccccc12	10	19	-0.4	-6	2	-1	0	-1.4	1.6	15
O=C(Cc1ccccc1C(=O)O)Nc1cccc2ccccc12	-2	8	1.4	-24	-3	-4	14	1.4	·	-6
Cn1c(NCc2ccccc2F)nc2cc(-c3ccsc3)sc2c1=O	·	14	-0.1	·	·	·	-2	·	-0.1	·
Cc1nn(-c2ccccc2)c(C)c1/C=N/NC(=O)c1cc(C2CC2)[nH]n1	1	13	0.1	·	6	0	-2	3.9	·	9
O[C@@H](CNC[C@H](O)c1ccccc1)c1ccccc1	13	-4	8.3	1	1	-2	4	-1.9	1.7	1
N#CC1=C(N)N(c2ccc(Br)cc2)C2=C(C(=O)CCC2)C1c1cccnc1 (centres undefined)	14	18	-0.7	18	10	-1	16	0.4	39	3
Nc1nonc1-c1nc2ccccc2n1CC(=O)NC1CCCC1	34	9	0.5	-1&-10	-8	2	6	-0.7	2.7	2
CCOc1ccc(C(=O)Nc2ccc(NC(=S)NC(=O)CC)cc2)cc1Cl	36	0	-0.3	-6	5	-1	3	2.1	·	-26
Cc1n[nH]c(C)c1S(=O)(=O)N1CCCC(C(=O)NCc2ccccc2Cl)C1 (centres undefined)	0	-6	-0.1	-3	-4	2	2	-0.4	-0.5	-8
Cc1cc(C(=O)NNC(=O)/C=C/c2ccc(F)cc2)c(C)o1	12	2	-0.5	6	7	3	6	0.4	-3.6	-9
CCc1nc2ccc(C(=O)N(C)C(C)C)cn2c1N(CC)Cc1cccc(Br)c1	·	11	-0.8	·	·	·	1	·	0.7	·
COc1ccc(NC2CCCN(C(=O)c3cc(C)nc4cc(F)ccc34)C2)cc1 (centres undefined)	-10	5	-0.4	0	-1	2	-2	-0.4	15	1
CCOC(=O)c1sc(NC(=S)NC(=O)c2ccccc2)c(C(=O)OCC)c1C	-5	0	i	82*!	9	3	2	0.7	-1.1	-10
COc1ccc(/C=N/NC(=S)Nc2ccccc2[N+](=O)[O-])cc1O	-4	49*	-0.2	·	7	-9	-9	1.7	8.3	-8
COc1cc(NS(=O)(=O)c2ccc(N/C=C(\C#N)c3nc4ccccc4o3)cc2)nc(OC)n1	17	23	i	-25	-7	-5	-4	-2.2	-2.4	-7
CCCCN(C(=O)c1cc(S(=O)(=O)N2CCOCC2)ccc1Cl)c1c(N)n(CC(C)C)c(=O)[nH]c1=O	·	-7	-3.8	-6	2	·	0	-0.4	·	1
Oc1[nH]c2ccccc2c1N=Nc1nncc2ccccc12	5	4	-0.3	-2	10	5	-6	-2.7	0.0	4
Cc1cc(C(=O)CSc2nnnn2C)c(C)n1CCc1ccc(Cl)cc1	8	-2	·	-9	-10	-5	-2	0.1	-1.6	0
C=CCC(NCc1ccccc1)c1ccc(OC)cc1 (centres undefined)	0	-12	0.2	2	-3	-2	0	1.8	-0.9	·
CN1CCN(C(=O)/C=C/c2ccc(Cl)cc2)CC1	-20	-7	i	-24	5	1	-8	-0.5	2.2	-6
CN(C(=O)c1ccccc1)c1nc2ccccc2s1	43	0	i	-21	1	-2	0	1.0	2.2	-3
Cc1ccc2nc(SCC(=O)Nc3nonc3N)[nH]c2c1	11	-2	-0.3	-8	8	-1	1	2.5	·	4
CCOC(=O)c1ccc(NC(c2ccc(N(C)C)cc2)P(=O)(OC(C)C)OC(C)C)cc1 (centres undefined)	2	7	-0.4	32	-7	2	-2	-1.4	2.1	0
O=[N+]([O-])c1ccccc1Oc1ccc(C(F)(F)F)cn1	20	-1	-0.4	-10	10	-4	0	-0.4	·	-2
CCN(CC(=O)NCc1ccc(Cl)cc1)C(=O)C1CCN(S(=O)(=O)c2ccc(OC)c(OC)c2)CC1	·	-9	-0.3	8	-7	·	-2	-1.4	·	8
COc1cccc(/C=C2/NC(=O)N(CC(=O)Nc3ccc(C)cc3)C2=O)c1OCc1cccc(C(=O)O)c1	49	10	-0.4	18	-7	-6	2	1.5	-1.1	0
COc1ccc(C(C#N)N2CCCCC2)cc1OC (centres undefined)	23	3	-1.8	-16	-2	3	0	-0.6	-1.0	-3
O=S(=O)(O)c1ccc(N=Nc2ccccc2)cc1	36	14	i	0	-27	5	-5	1.0	1.1	-1

In another format: results already given
Second line of a record: DUSP3 inh | GDH-TPI inh | BH1578 lux ind | SSB-PriA inh | MazF activator | SARS 3CLpro inh | FBA Mtb inh | Mtb UGM inh | Mtb BioA inh | Rv3671c protease
COc1cccc(/C=C2/NC(=O)N(CC(=O)Nc3ccc(C)cc3)C2=O)c1OCc1cccc(C(=O)O)c1
    49 | 10 | -0.4 | 18 | -7 | -6 | 2 | 1.5 | -1.1 | 0
COc1ccc(C(C#N)N2CCCCC2)cc1OC (centres undefined)
    23 | 3 | -1.8 | -16 | -2 | 3 | 0 | -0.6 | -1.0 | -3
O=S(=O)(O)c1ccc(N=Nc2ccccc2)cc1
    36 | 14 | i | 0 | -27 | 5 | -5 | 1.0 | 1.1 | -1
